High-throughput results (PubChem BioAssay)
Ecoli WT growth – blocks growth of wild type E. coli BW25113; E. coli BW25113 growth inhibition, OD600; inhibition, % at 10 µM; 0.05% of 20,000 active; AID 552; in the data active = inhibition above about 40%;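 note: bacteria exposed to compound for 20 hours at 37 °C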
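Assay system: Bacterial strain in a whole-cell growth screen | Amount: Inoculum from a 1:1000 dilution of a 1.5 h subculture | Detection: Absorbance at 615 nm as a measure of bacterial growth | Timing: 20 h exposure, 37 °C | Buffer or medium: LB plus kanamycin 50 µg/mL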
Starred values were filed as active, the others as inactive.

SMILES	Ecoli WT growth
Cc1c(NC(=O)c2cnn3c2NC(c2ccco2)CC3C(F)(F)F)c(=O)n(-c2ccccc2)n1C (configuration not stated)	-2
COc1ccc(NC(=O)c2cc(C3CC3)on2)c(OC)c1	-5
O=C(Cc1cccs1)N1CCN(C(=O)C2CCCO2)CC1 (configuration not stated)	6
CC(=O)NC1(C(F)(F)F)NC(=O)N(CC(C)C)C1=O (configuration not stated)	-3
COCCN1C(=O)c2ccc(C(=O)NCc3cccnc3)cc2C1=O	-17
Cc1nc2ccccc2c2oc(C(=O)N3CCN(C(=O)c4ccco4)CC3)cc12	4
O=C1CC(C(=O)N2CCOCC2)C2(CCCC2)O1 (configuration not stated)	2
COc1cc(O)c2c(c1)OC(C)(C)CC2=O	-17
COc1cc(-n2nc(C)c3c2OC(N)=C(C#N)C3c2ccccc2)c(Cl)c(Br)c1O (configuration not stated)	-15
O=C(COc1ccccc1)OCc1cc2ccccc2[nH]c1=O	-20
O=C(Nc1cccc2ccccc12)OC1C=CS(=O)(=O)C1 (configuration not stated)	-14
CCNC(=O)Cn1cnc2c1c(=O)n(C)c(=O)n2C	-1
O=C(Nc1nnc(SCc2ccccc2)s1)c1cccs1	-30
CC(C)(C)c1ccc(O)c(N)c1	7
Cc1ccc2cc(C(c3nnnn3CC3CCCO3)N3CCc4ccccc4C3)c(=O)[nH]c2c1 (configuration not stated)	8
CC(C)Cc1n[nH]c(=O)[nH]1	6
O=C(CSc1nnc(CCCO)n1-c1ccccc1)Nc1nccs1	0
Cn1cc(-c2nc3ccccc3[nH]2)c2ccccc21	4
O=C(CCCSc1nc(-c2ccco2)cc(C(F)(F)F)n1)NCc1cccs1	-14
Cc1cc(Cl)ccc1OCC(=O)N1C(C)CCCC1C (configuration not stated)	-17
N#CC1=C(SCC(=O)NC23CC4CC(CC(C4)C2)C3)NC(=O)C(C#N)C12CCCCC2 (configuration not stated)	-6
O=C(C1CCN(C2CC(=O)N(c3ccc(Cl)cc3)C2=O)CC1)N1CCOCC1 (configuration not stated)	-16
Cc1cc(N2CCC3(CC2)OCCO3)n2nc(C)c(-c3ccc(Cl)cc3)c2n1	19
OCc1ccnc2c(O)cccc12	-10
O=C1NC2c3ccccc3C(=O)N2c2c1cnn2-c1ccccc1 (configuration not stated)	-2
CCCSC1=C(C#N)C(c2cc(OC)ccc2OC)CC(=O)N1 (configuration not stated)	18
Cc1ccc(NC(=O)c2oc3ccc(S(=O)(=O)N4CCOCC4)cc3c2C)cc1C	0
Cc1ccc(S(=O)(=O)N2CCCC2C(=O)Nc2nc3c(s2)CCCC3)cc1 (configuration not stated)	-4
CCOC(=O)N1CCN(S(=O)(=O)c2ccc(OCC(=O)OC)c(C)c2)CC1	1
CCN(CC)CCCNC(=O)c1cn(C)c2ccc(S(=O)(=O)N(C)C)cc2c1=O	4
CCOC(=O)N1CCC2(CC1)C(C#N)=C(N)Oc1c2c(C)nn1-c1cccc(Cl)c1	-29
Cc1ccc2oc(C(=O)Nc3c(C)n(C)n(-c4ccccc4)c3=O)c(C)c2c1	-5
CCCCC(=O)Nc1ncc(Br)s1	10
O=C(Nc1ccc2c(c1)OCO2)Nc1cnccn1	-15
O=C(NC1(C(F)(F)F)NC(=O)N(C2CCCCC2)C1=O)c1cccs1 (configuration not stated)	-9
COC(=O)CC1SC(=O)NC1=O (configuration not stated)	-6
Clc1ccccc1Cn1nnc(-c2cccs2)n1	-12
CCOC(=O)Cc1csc(NC(=O)c2ccco2)n1	-22
Clc1ccc(-c2nnc3sc(-c4ccc(Br)o4)nn23)cc1	18
O=c1c2nnn(Cc3ccccc3)c2ncn1-c1ccccc1	-4
COC(=O)CN(c1ccccc1)S(=O)(=O)c1ccc(F)cc1	2
CCCCOc1ccc(C(=O)NC)cc1	7
CCOc1nc(OCC)nc(N2CCC(C)CC2)n1	-2
O=C(O)C1CCCCC1C(=O)Nc1ccccn1 (configuration not stated)	-9
CC(=O)c1c(C)n(-c2ccccc2)c2ccc(O)cc12	-16
O=C(Cc1nn[nH]n1)NCCC1=CCCCC1	17
CC(C)OCCCn1c(=NC(=O)c2ccncc2)c(C#N)cc2c(=O)n3ccccc3nc21	-17
CC(NC(=O)Nc1ccc(F)cc1F)c1ccncc1 (configuration not stated)	-6
Cc1cccc(NC(=O)CS(=O)(=O)c2cn(C)c3ccccc23)c1	-2
CS(=O)(=O)N(CC(=O)N1CCN(Cc2ccccc2)CC1)C1CCCCC1	2
COc1ccc(S(=O)(=O)NC(CC(=O)NCc2ccco2)c2ccco2)cc1 (configuration not stated)	7
C=CCOc1ccc(/C(O)=C2\C(=O)C(=O)N(CCOC)C2c2cccnc2)cc1 (configuration not stated)	-3
CC1(C)NC(=O)N(CC(O)CNC23CC4CC(CC(C4)C2)C3)C1=O (configuration not stated)	-18
C[C@H](NC(=O)OC(C)(C)C)C(=O)NCC1CCC(C(=O)O)CC1 (some centres not stated)	9
O=C(Oc1ccc2c(c1)OCC2=O)c1ccccc1	-20
CC(C)CNC(=O)CN(C1CCCCC1)S(C)(=O)=O	-19
CC(=O)[C@H]1CC[C@H]2[C@@H]3CCC4=CC(=O)CC[C@]4(C)[C@H]3CC[C@]12C	-3
CSc1c(CC(=O)NCCO)n(C)c2ccccc12	3
CCOc1cc(C)c(Cl)cc1S(=O)(=O)N1CCCC1	-15
CCOC(=O)N1CCN(c2ncnc3c2cnn3-c2ccc(Cl)cc2)CC1	2
Next section
SMILES	Ecoli WT growth
CCOC(=O)c1ccccc1NC(=O)c1ccccc1N(C)S(C)(=O)=O	-27
COC(=O)CN(c1nc(C)c(Cl)c(OC)n1)S(=O)(=O)c1ccc(C)cc1	-2
Cc1cccc(COc2ccc(/C(O)=C3\C(=O)C(=O)N(CCN(C)C)C3c3ccncc3)cc2)c1 (configuration not stated)	-1
CCOC(=O)c1cc(-c2nnc(-c3ccc(Oc4ccccc4)cc3)o2)c(C)nc1C	-1
COc1ccc(N2CC(C(=O)Nc3ncccc3C)CC2=O)cc1 (configuration not stated)	6
Cc1cc(Cl)ccc1N1C(=O)CC(SCCC(=O)O)C1=O (configuration not stated)	0
Cc1nn2c(-c3ccco3)nnc2c2ccccc12	3
CCOC(=O)c1ccc(COC(=O)c2cc3ccccc3oc2=O)o1	-5
Cn1nnc(NC(=O)CSc2nnnn2-c2ccc(F)cc2)n1	-3
CCn1c(SCC(=O)Nc2ccccc2C)nnc1-c1ccccc1O	-13
O=C(Nc1ccc(Cl)cc1C(=O)NCc1cccnc1)c1ccco1	-14
O=C(CSc1nnc(-c2cnccn2)n1Cc1ccco1)c1ccc(Cl)c(Cl)c1	-11
Cn1c(=O)c(=O)n(C)c2cc(S(=O)(=O)N3CCCCC3)ccc21	15
CCOc1nc(-c2ccncc2)nc2ccccc12	-3
Cc1ccc(SCC(=O)N(Cc2nc(-c3ccccc3)no2)C(C)C)cc1	-5
CC1CCc2sc3c(c2C1)c1ncnn1c(=O)n3CC(=O)c1ccc(Br)cc1 (configuration not stated)	-24
COc1ccc(S(=O)(=O)N2CCN(Cc3ccc(Cl)cc3)CC2)cc1	11
CCn1c(Cc2ccc(OC)cc2)nnc1SCC(=O)Nc1cccc(C(=O)OC)c1	-1
CCOC(=O)C1CCN(c2c(Nc3ccc4c(c3)OCCO4)c(=O)c2=O)CC1	9
O=C(NS(=O)(=O)c1ccc2c(c1)OCCO2)c1ccccc1	-18
Cc1cc(=O)oc2ccc(OCC(=O)N(Cc3ccc(F)cc3)Cc3ccco3)cc12	9
CCOC(=O)C1C2C=CC3(CN(c4cccc(Cl)c4)C(=O)C13)O2 (configuration not stated)	2
O=C(CSc1nc(Nc2ccccc2)nc(N2CCOCC2)n1)Nc1ccccc1Cl	-23
O=C(CCSCCC(=O)NCC1CCCO1)NCC1CCCO1 (configuration not stated)	-6

Exported as labelled records: entries from further up
CCn1c(Cc2ccc(OC)cc2)nnc1SCC(=O)Nc1cccc(C(=O)OC)c1
- Ecoli WT growth: -1
CCOC(=O)C1CCN(c2c(Nc3ccc4c(c3)OCCO4)c(=O)c2=O)CC1
- Ecoli WT growth: 9
O=C(NS(=O)(=O)c1ccc2c(c1)OCCO2)c1ccccc1
- Ecoli WT growth: -18
Cc1cc(=O)oc2ccc(OCC(=O)N(Cc3ccc(F)cc3)Cc3ccco3)cc12
- Ecoli WT growth: 9

(cont.)
SMILES	Ecoli WT growth
Cc1ccc(-c2cc(C(=O)Nc3cc(C)on3)c3ccccc3n2)c(C)c1	10
COc1ccc(-c2cn3cc(C)ccc3n2)cc1OC	-3
O=S(=O)(CCSc1nc2ccccc2o1)Cc1ccccc1	-7
CCOC(=O)c1cc2cc(F)ccc2nc1C	10
CCCCc1cc(=O)oc2cc(C)cc(OC(C)C(=O)O)c12 (configuration not stated)	8
O=C(c1ccc(Br)cc1)N1CCN(S(=O)(=O)c2ccccc2)CC1	10
CN(C)CCNc1oc(COc2ccc(Cl)cc2)nc1C#N	-17
O=C(Nc1ccccc1N1CCN(C(=O)c2ccc(Cl)cc2)CC1)c1cc2ccccc2o1	-7
Cc1ccc(C)c(N(CC(=O)NC2CCCC2)C(=O)CCCC(=O)Nc2ccccn2)c1	3
O=S1(=O)NC(=NCc2ccco2)c2ccccc21	2
Nc1nnc(SCC(=O)N2CCN(c3ccccc3)CC2)n1-c1ccccc1	-7
CC(=O)/C(C(=N)N1CCN(c2cccc(Cl)c2)CC1)=C(\C)O	-23
C=CCn1c(Br)nc2c1c(=O)[nH]c(=O)n2C	6
Cc1cc(C)n(-c2ccc3cccc(NS(C)(=O)=O)c3n2)n1	2
N#CCSc1nnc(CNc2cccc(Cl)c2)o1	-26
CCCC(=O)Nc1ccccc1NC(=O)C1CCCCC1	2
O=C(CSCc1cccc(F)c1)N1CCN(c2ccccc2)CC1	-4
O=C(Nc1ccc(F)cc1)NC1CCN(Cc2nnnn2Cc2ccco2)CC1	9
Cc1c(C(=O)NC2CC2)oc2ccc(S(=O)(=O)N3CCCCCC3)cc12	0
O=c1c2ccccc2nc2sc3ccccc3n12	-17
CN1CCN(C(=O)NC2CCCN2S(=O)(=O)c2ccc(Cl)cc2)CC1 (configuration not stated)	21
O=C(Nc1c(F)cc(F)cc1Br)c1cccnc1	-9
Cc1ccccc1Cn1nnc(-c2cccc(C(=O)O)c2)n1	-22
Cc1cnn(Cc2ccccc2)c1N	-4
Cc1nn(C)cc1CNC(=O)c1cnn2c(C(F)F)cc(C3CC3)nc12	3
CCCCc1nc2n[nH]c(N)c2c2c1CCC2	-14
Cc1ccc(-c2noc(CN(C(=O)CCCN3C(=O)c4ccccc4C3=O)C(C)C)n2)cc1	-16
CCN1C(=O)C2(C(C(=O)c3ccc(C)o3)=C(O)C(=O)N2CCCN2CCOCC2)c2ccccc21 (configuration not stated)	-14
COc1ccccc1N1CCN(CC(O)COc2cccc3ccccc23)CC1 (configuration not stated)	-3
Nc1c(C2=NCCO2)nnn1Cc1ccccc1	-2
CCN1C(=O)CC(n2c(C)nc3ccccc32)C1=O (configuration not stated)	-18
O=C(CSc1nnc2scc(-c3ccccc3)n12)Nc1nsc(-c2ccccc2)n1	-1
CC(=O)Oc1ccc(NC(=O)Cc2ccccc2)cc1	-16
Cc1ccccc1-c1nc(CS(=O)(=O)CC(=O)NCc2ccc3c(c2)OCO3)c(C)o1	0
CN(C)c1oc(COc2ccccc2F)nc1C#N	9
O=C(NC1CC1)c1cccc(Nc2ccc(-c3ccc4c(c3)OCCO4)nn2)c1	-4
COc1ccc(CN2C(=O)CN=C2Nc2ccc(C)cc2C)cc1	0
CCOC(=O)Nc1nnc(-c2cccc(OC)c2)s1	-13
CCCNc1nc2c(c(=O)[nH]c(=O)n2C)n1CCCc1ccccc1	-25
COCCCN1C(=O)C(=O)/C(=C(/O)c2ccc3c(c2)OCCO3)C1c1ccc(C(=O)OC)cc1 (configuration not stated)	-19
CN1CC=C2C(C#N)=C(N)C(C#N)(C#N)C(c3cccc(Cl)c3Cl)C2C1 (configuration not stated)	10
CC1Cc2ccccc2N1C(=O)c1ccnc(C(C)(C)C)c1 (configuration not stated)	-18
CN(C)CCN1C(=O)C(O)=C(C(=O)c2ccco2)C1c1ccccc1F (configuration not stated)	-13
CC(C(=O)NCc1ccccc1)N1C(=O)C2CC=C(Cl)CC2C1=O (configuration not stated)	-12
CC1CN(c2oc(-c3ccco3)nc2S(=O)(=O)c2ccccc2)CC(C)O1 (configuration not stated)	-8
CCn1c(Cc2ccccc2)nnc1SCC(=O)Nc1cc(C)on1	2
Cc1onc(-c2ccccc2Cl)c1C(=O)N1CCc2ccccc21	4
CCOc1ccc(NC(=O)CSc2nc3cccnc3n2CC)cc1	3

7 compounds picked at random from those above:
SMILES	Ecoli WT growth
CC(=O)[C@H]1CC[C@H]2[C@@H]3CCC4=CC(=O)CC[C@]4(C)[C@H]3CC[C@]12C	-3
O=C(CCCSc1nc(-c2ccco2)cc(C(F)(F)F)n1)NCc1cccs1	-14
CC(=O)c1c(C)n(-c2ccccc2)c2ccc(O)cc12	-16
CCN1C(=O)CC(n2c(C)nc3ccccc32)C1=O (configuration not stated)	-18
O=C(CSc1nc(Nc2ccccc2)nc(N2CCOCC2)n1)Nc1ccccc1Cl	-23
Cn1nnc(NC(=O)CSc2nnnn2-c2ccc(F)cc2)n1	-3
O=C(Nc1c(F)cc(F)cc1Br)c1cccnc1	-9

(next part)
SMILES	Ecoli WT growth
O=C(Nc1ccc(F)c(F)c1)NC1CCCCC1	-15
CCOc1ccccc1OCC(=O)Nc1ccc(N2CCCCC2)cc1	4
O=C(c1ccco1)N1CCN(C(=O)C2CC(c3ccc(F)cc3)=NO2)CC1 (configuration not stated)	9
COc1ccc(OC)c(Nc2nc(-c3sc(N)nc3C)cs2)c1	-4
O=C(NCC1CCCO1)c1nn2cccnc2c1Cl (configuration not stated)	1
c1ccc2nc3c(nc2c1)CCc1nonc1-3	-16
COC(=O)c1nn(-c2ccc(-c3ccccc3)cc2)cc1O	-5

These rows are one share of the data (hit frequency here may not be typical).
